Compound activity: PubChem, Broad Institute
esBAF inh – Bmi1 luciferase reporter increase in mESCs, primary screen, esBAF inhibitor project, mouse ES cells, Bmi1 luciferase knock-in, single point; 24 h; 100% = twice the neutral-well signal; reporter increase, % at 12.5 µM; hit rate 2% among 350,000; AID 602393, 2012; in the data active = activation above about 40%;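 note: 0% = median of the plate's neutral control wells and 100% = double that signal; a rise in the Bmi1 reporter signal indicates esBAF inhibition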
Cneo AK release – Cryptococcus neoformans cell lysis inducers, primary screen, AK release luminescence, single concentration | C. neoformans lysis, adenylate kinase release luminescence, 4 h; normalised: neutral wells 0, clomiphene wells 100 | lysis activity, % at 15 µM | hit rate 0.2% among 360,000 | AID 651654, 2012;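 active = mean lysis activity across replicates of at least 80%, whatever share of replicates individually reach that level; inactive = mean lysis activity below 80%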
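Material: C. neoformans cells | Amount: Yeast cell density of 5 × 10^6 cells/mL | Medium: Fresh YPD growth medium | Dosing: Single dose | Times: Static 4 h at 37 °C with compound, 1 h detection | Detection: AK luminescence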
C2C12 statin – suppressors of statin myotoxicity in C2C12 myotubes, primary screen, cell-based, single point, plate reader. rescue of ATP level, % at 7.49 µM. hit rate 0.78% among 330,000. C2C12 myotubes + simvastatin, ATP luminescence, 48 h; scaled: DMSO 0, geranylgeraniol control 100. AID 602340, 2012;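 active = mean ATP rescue above about 67%, or every replicate alone reaching that limit, limit read from the data, passing the limit was not always enough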;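 note: myotubes were challenged with 10 µM simvastatin during compound exposure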
SIRT5 block – SIRT5 desuccinylase inhibitors, primary screen, biochemical, fluorescence imaging, single point, set 5; inhibition, % at 15 µM; NAD-dependent protein deacylase sirtuin-5, mitochondrial (Homo sapiens), Q9NXA8; Purified SirT5, succinyl-peptide AMC, trypsin-coupled fluorescence; hit rate 1.1% among 330,000; in the data active = inhibition above about 15%
Target sequence (Q9NXA8 whole entry, looked up): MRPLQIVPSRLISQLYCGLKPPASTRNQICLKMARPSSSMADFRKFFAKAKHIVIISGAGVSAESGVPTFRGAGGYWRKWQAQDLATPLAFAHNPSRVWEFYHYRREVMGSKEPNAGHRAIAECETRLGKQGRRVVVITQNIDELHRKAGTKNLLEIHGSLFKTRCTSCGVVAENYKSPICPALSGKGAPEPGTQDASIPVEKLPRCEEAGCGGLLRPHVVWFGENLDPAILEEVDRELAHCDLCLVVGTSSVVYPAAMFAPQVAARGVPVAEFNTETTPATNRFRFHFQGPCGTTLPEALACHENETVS
ARNT-TACC3 inh – disruptors of ARNT/TACC3 protein interaction, primary screen, biochemical, AlphaScreen, single concentration; Transforming acidic coiled-coil-containing protein 3 (Homo sapiens), Q9Y6A5; AlphaScreen His-ARNT PAS-B/GST-TACC3 binding, luminescence; TACC3 fragment carries E629A point mutation; inhibition, % at 9.99 µM; hit rate 0.66% among 390,000; AID 623870, 2012;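 active = mean inhibition of replicates at least 50% and at least half of replicates each reaching 50%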;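 note: 0% = complete ARNT plus TACC3 wells and 100% = ARNT alone without TACC3; many hits fall short of the cut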
ERp5 inh – inhibitors of ERp5-driven insulin aggregation, primary screen, biochemical, turbidity, absorbance 650 nm, single point. hit rate 0.05% among 350,000. Protein disulfide-isomerase A6 (Homo sapiens), Q15084. inhibition, % at 9.99 µM. 90 min;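 active = mean replicate inhibition above about 25%, with every replicate also reaching it, limit read from the data, passing the limit was not always enough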
Target sequence (Q15084 whole entry, looked up): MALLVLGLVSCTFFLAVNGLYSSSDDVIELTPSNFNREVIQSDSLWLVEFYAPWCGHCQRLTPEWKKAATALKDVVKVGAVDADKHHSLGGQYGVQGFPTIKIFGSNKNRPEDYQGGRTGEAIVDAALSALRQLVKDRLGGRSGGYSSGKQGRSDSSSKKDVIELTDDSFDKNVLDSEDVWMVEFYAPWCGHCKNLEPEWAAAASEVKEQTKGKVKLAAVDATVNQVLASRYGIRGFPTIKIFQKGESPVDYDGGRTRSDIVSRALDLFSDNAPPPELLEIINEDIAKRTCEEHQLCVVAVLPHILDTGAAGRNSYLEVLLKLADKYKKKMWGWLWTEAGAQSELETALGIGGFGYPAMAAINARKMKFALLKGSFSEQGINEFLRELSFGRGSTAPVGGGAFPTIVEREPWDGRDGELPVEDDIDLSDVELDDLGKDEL
miR122 inh – miR-122 Renilla sensor signal increase in Huh7, primary screen, miR-122 inhibitor project, cell-based, single point, plate reader; hit rate 0.3% among 340,000; activation (reporter increase), % at 12.5 µM; AID 602342, 2012; Huh7 miR-122 Renilla luciferase sensor, 48 h; neutral wells = 0, positive control = 100;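 active = mean replicate activation score at least 90 and every replicate individually at or above 90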;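 note: higher luciferase means less miR-122 activity so hits act as miR-122 inhibitors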
Active calls of the source: *; . = no result given; [ ] = remark or other dose.

no.	structure	esBAF inh	Cneo AK release	C2C12 statin	SIRT5 block	ARNT-TACC3 inh	ERp5 inh	miR122 inh
1	Cn1c(N)c(C(=O)COC(=O)CCCN2C(=O)c3ccccc3C2=O)c(=O)n(C)c1=O	-2	0	13	1	0	2	-2
2	CCOC(=O)N1CCN(C(=O)c2cn(CC)c3ccc(S(=O)(=O)N4CCOCC4)cc3c2=O)CC1	-5	2	-2	2	1	12	.
3	COc1ccccc1Nc1nc(N2CCCC2)nc(N2CCOCC2)n1	4	1	0	.	0	2	.
4	CCOC(=O)N1CCN(C(=O)CSc2nc(=O)n3ccccc3n2)CC1	6	0	-1	11	-7	-3	3
5	COc1ccc(/C=C/C(=O)Nc2cccc(S(=O)(=O)NC3=NCCCCC3)c2)cc1OC	27	-3	-16	0	.	-15	.
6	Cc1ccc(Cl)cc1NC(=O)NCc1cccnc1	.	2	.	-1	1	-3	3
7	CCOc1ccc(NC(=O)[C@@H](NC(=O)c2ccco2)C(C)C)cc1	5	.	-3	-5	5	0	.
8	COc1ccc(OC)c(Nc2ncnc3c2cnn3-c2ccccc2)c1	28	1	1	.	-14	.	5
9	NC(=O)c1ccc(NS(=O)(=O)c2ccccc2F)cc1	0	1	9	.	-3	.	.
10	Cc1[nH]c(C)c(S(=O)(=O)N2CCN(c3ccccc3F)CC2)c1C(=O)N1CCCC1	3	1	-10	-4	-6	-1	-1

Later entries.
no.	structure	esBAF inh	Cneo AK release	C2C12 statin	SIRT5 block	ARNT-TACC3 inh	ERp5 inh	miR122 inh
11	CC(=O)N/N=C\c1ccccc1OC/C=C/c1ccccc1	70*	0	-15	-2	1	9	-6
12	CN(C)CCNc1oc(/C=C/c2ccccc2)nc1C#N	.	-1	.	.	0	.	4
13	CO[C@H](CN(C)S(=O)(=O)c1cccc(Cl)c1)[C@@H](C)CN([C@H](C)CO)S(=O)(=O)c1ccc(Cl)cc1	0	-4	8	0	-2	0	.
14	COc1ccccc1N1C(=O)Cc2ccccc2C1=O	2	1	20	1	8	4	5
15	C[C@@H]1CN([C@H](C)CO)C(=O)c2cc(NS(=O)(=O)c3cn(C)cn3)ccc2O[C@H]1CN(C)S(=O)(=O)c1ccc(F)cc1	-4	-1	30	-1	-3	-1	-1[16.7 µM]
16	CC(C)C(=O)Nc1ccc(N2CCN(S(C)(=O)=O)CC2)cc1	4	0	-38	.	-6	.	-2
17	Cn1cc(Br)c(-c2cccc(N3C(=O)CCCC3=O)c2)n1	.	.	.	5	10	0	.
18	COCc1c(C(=O)NCCc2ccc(OC(F)F)cc2)oc2ccccc12	-3	-1	3	0	-5	3	-7
19	CCCNC(=O)c1ccccc1SCc1c(C)noc1C	-3	-1	0	0	28	6	1
20	COc1ccc(N(C(=O)c2ccccc2OC(C)=O)C(C)C2CC2)cc1 (configuration not stated)	.	1	.	.	6	.	5

(list continues)
no.	structure	esBAF inh	Cneo AK release	C2C12 statin	SIRT5 block	ARNT-TACC3 inh	ERp5 inh	miR122 inh
21	CC(C)NC(=O)CN(c1cccc([N+](=O)[O-])c1)S(=O)(=O)c1ccccc1	.	.	.	-1	-1	-4	.
22	COc1ccc(S(=O)(=O)N(C)C[C@H]2Oc3ccc(NS(=O)(=O)c4ccccc4)cc3CC(=O)N([C@H](C)CO)C[C@@H]2C)cc1	-3	0	-14	17*	2	0	-3
23	COc1ccc(/C=C2\SC(=S)N(CCC(=O)Nc3cccc(C(=O)O)c3)C2=O)cc1	-12	-2	21	-4	3	0	1
24	C/C(=N/NC(=O)OC(C)(C)C)c1ccco1	.	.	.	-4	-15	3	.
25	Cc1nn(C)cc1NC(=O)C[C@H]1CC[C@@H]2[C@H](COc3ccc(NC(=O)C4CCOCC4)cc3C(=O)N2C)O1	-6	3	-1	-7	-5	-3	.
26	O=C(NC1CCCC1)C(c1cccnc1)N(C(=O)c1csnn1)C1CCCC1 (configuration not stated)	-2	2	0	.	18	.	-10
27	COc1ccc(/C=N/N=C2/CC(C)(C)Cc3n[nH]c(=O)cc32)cc1	8	0	3	.	18	3	-4
28	CCCNC(=O)C(=O)Nc1ccc2c(c1)N(S(=O)(=O)c1cccs1)CCC2	-18	1	-20	-1	4	0	8
29	COc1ccc(OC)c(S(=O)(=O)N(C)CC(=O)N2CCN(c3cccc(Cl)c3)CC2)c1	3	0	-19	.	-3	.	-4
30	CCC(NC(=O)c1ccccc1NC(=O)c1ccco1)C(=O)NNC(=O)c1ccncc1 (configuration not stated)	-8	-1	2	0	.	3	2

Gathered by group, the compounds so far with an aryl thioether with sulfur outside any ring
no.	structure	esBAF inh	Cneo AK release	C2C12 statin	SIRT5 block	ARNT-TACC3 inh	ERp5 inh	miR122 inh
4	CCOC(=O)N1CCN(C(=O)CSc2nc(=O)n3ccccc3n2)CC1	6	0	-1	11	-7	-3	3
19	CCCNC(=O)c1ccccc1SCc1c(C)noc1C	-3	-1	0	0	28	6	1

Going on with the list:
no.	structure	esBAF inh	Cneo AK release	C2C12 statin	SIRT5 block	ARNT-TACC3 inh	ERp5 inh	miR122 inh
31	CCCNC(=S)Nc1ccc(Cl)cc1Cl	.	.	.	-2	-27	3	.
32	COc1ccc(-c2csc(NC(=O)C3CSC4(C)CCC(=O)N34)n2)cc1OC (configuration not stated)	.	3	.	-2	1	3	.
33	CC1CCCN(c2ccc(C(=O)OCC(=O)N3c4ccccc4Sc4ccccc43)cc2[N+](=O)[O-])C1 (configuration not stated)	.	.	.	0	-4	-3	.
34	COc1ccc(NC(=O)C23CC4CC(C2)CC(n2cnc(Br)n2)(C4)C3)cc1OC	4	-7	19	-1	-6	4	-5
35	Cc1nc(C(=O)NNC(=O)Nc2ccc(Cl)cc2)cs1	3	.	-5	-2	.	0	.
36	O=C(Nc1ccccc1)Nc1ccc2c(c1)[C@H]1C[C@H](CC(=O)N3CCCCC3)O[C@H](CO)[C@H]1O2	2	1	5	5	0	-2	-6[16.7 µM]
37	COC(=O)COc1ccc(/C=N/NS(=O)(=O)c2ccccc2)cc1	0	1	-6	-2	0	2	0
38	COc1ccc(S(=O)(=O)N(C)C[C@@H]2Oc3ccc(NC(=O)Cn4cnnn4)cc3CC(=O)N([C@H](C)CO)C[C@@H]2C)cc1	0	0	-22	-5	-6	13	-2[16.7 µM]
39	CC1CN(Cc2ccccc2)c2nc3c(c(=O)n(CC(=O)O)c(=O)n3C)n2C1 (configuration not stated)	-12	-1	1	-1	7	2	.
40	O=C(NCCCN1CCOCC1)c1c(F)c(F)c(F)c(F)c1F	0	-6	-8	2	-4	4	.

(next part)
no.	structure	esBAF inh	Cneo AK release	C2C12 statin	SIRT5 block	ARNT-TACC3 inh	ERp5 inh	miR122 inh
41	O=C(C[C@H]1C[C@@H]2c3cc(NC(=O)CC4CC4)ccc3O[C@@H]2[C@H](CO)O1)NCc1cc(F)ccc1F	2	-3	0	0	0	-3	-3[16.7 µM]
42	Cc1cccn2c(=O)c3cc(C(=O)N4CCN(Cc5ccccc5)CC4)sc3nc12	2	-3	4	-10	-5	6	3
43	Cc1cc(N2CCCCC2)nc2ccc(NC(=O)CCC(=O)NCCC(C)C)cc12	74*	-1	1	.	-7	.	8
44	COC(c1ccccc1)c1nnc(CCC(=O)N2CCN(CCOc3ccccc3)CC2)o1 (configuration not stated)	2	-3	2	-6	-4	5	-10
45	CCC(=O)Nc1ccc2c(c1)C(=O)N(C)C[C@@H](OC)[C@@H](C)CN(CC1CCOCC1)[C@@H](C)CO2	-1	2	-5	.	-6	.	14[16.7 µM]
46	Cc1cc(C)cc(NC(=O)CCn2c(=S)[nH]c3ccccc3c2=O)c1	-1	1	11	-1	-4	-13	7
47	CC(C)NC(=O)[C@@]1(Cc2ccccc2I)c2ccccc2C(=O)N(Cc2ccccc2C(F)(F)F)[C@H]1c1ccc(CO)cc1	.	-2	.	5	1	-2	.
48	O=C(CN1C(=O)CCSc2ccc(S(=O)(=O)N3CCCC3)cc21)NCc1ccccc1Cl	-5	2	1	-4	4	-7	-8
49	CCOC(=O)C1CCCN(C(=O)c2cccc(NC(=O)C(CC)CC)c2)C1 (configuration not stated)	.	.	.	-5	26	-2	.
50	CC1Cc2ccccc2N1C(=O)C1CCCCN1S(=O)(=O)c1ccccc1 (configuration not stated)	4	.	33	.	-5	.	-4

Exported as labelled records: part of the list above.
42. Cc1cccn2c(=O)c3cc(C(=O)N4CCN(Cc5ccccc5)CC4)sc3nc12
  esBAF inh: 2 | Cneo AK release: -3 | C2C12 statin: 4 | SIRT5 block: -10 | ARNT-TACC3 inh: -5 | ERp5 inh: 6 | miR122 inh: 3

44. COC(c1ccccc1)c1nnc(CCC(=O)N2CCN(CCOc3ccccc3)CC2)o1 (configuration not stated)
  esBAF inh: 2 | Cneo AK release: -3 | C2C12 statin: 2 | SIRT5 block: -6 | ARNT-TACC3 inh: -4 | ERp5 inh: 5 | miR122 inh: -10

47. CC(C)NC(=O)[C@@]1(Cc2ccccc2I)c2ccccc2C(=O)N(Cc2ccccc2C(F)(F)F)[C@H]1c1ccc(CO)cc1
  esBAF inh: . | Cneo AK release: -2 | C2C12 statin: . | SIRT5 block: 5 | ARNT-TACC3 inh: 1 | ERp5 inh: -2 | miR122 inh: .

41. O=C(C[C@H]1C[C@@H]2c3cc(NC(=O)CC4CC4)ccc3O[C@@H]2[C@H](CO)O1)NCc1cc(F)ccc1F
  esBAF inh: 2 | Cneo AK release: -3 | C2C12 statin: 0 | SIRT5 block: 0 | ARNT-TACC3 inh: 0 | ERp5 inh: -3 | miR122 inh: -3[16.7 µM]

Additional compounds follow:
no.	structure	esBAF inh	Cneo AK release	C2C12 statin	SIRT5 block	ARNT-TACC3 inh	ERp5 inh	miR122 inh
51	CCC(=O)N(C)C[C@H]1Oc2cc(-c3ccc(C)cc3)ccc2S(=O)(=O)N([C@@H](C)CO)C[C@H]1C	-3	-6	0	1	-1	.	-15[16.7 µM]
52	c1csc(-c2nnc(N3CCOCC3)c3ccccc23)c1	.	.	.	0	2	2	.
53	CO[C@@H]1CN(C)C(=O)c2cc(NC(=O)C3CCOCC3)ccc2OC[C@@H](C)N(Cc2cccnc2)C[C@@H]1C	-6	-1	2	1	-2	4	.
54	Cc1ccc(C2CCN(C(=S)NC(C)(C)C)C2)cc1 (configuration not stated)	28	.	-4	0	2	1	0
55	C[C@@H]1CCCCO[C@H](CN(C)C(=O)NC2CCCCC2)[C@@H](C)CN([C@@H](C)CO)C(=O)c2cc(NC(=O)Cc3ccccc3)ccc2O1	2	-2	.	0	-3	3	0[16.7 µM]
56	CC(C)c1nnc(NC(=O)CCC(=O)N2CCN(C3c4ccccc4-c4ccccc43)CC2)s1	.	0	.	12	-4	8	0
57	CO[C@@H](CN(C)C(=O)c1ccccc1F)[C@H](C)CN([C@H](C)CO)S(=O)(=O)c1ccc(F)cc1	0	0	6	5	6	-2	.

Hits appear at their usual frequency (roughly 4% active in at least one column).
